# Screens: PubChem BioAssay, several laboratories
# D1 mod – allosterically modulates the human D1 dopamine receptor; P21728; HEK293 D1, CRE-luciferase, dopamine EC30 potentiation; actives deviate in either direction; B-score at 10 µM; 5.9% of 58,000 active;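 active means luminescence count or its row- and column-corrected plate score outside the 99.7% band of the plate's sample wells, on either side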
# NADH coupling – inhibitors of enzymes used to reach an NAD/NADH endpoint; 0.02% of 65,000 active; AID 774; IC50, µM (highest dose often 10 µM), for the others: top-dose inhibition; coupled PK/LDH NADH assays, four targets;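 active means single-dose screening hits from any of four coupled enzyme assays that gave an IC50 when retested across doses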;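 further: the DPM-DC format reads NADH fluorescence rather than 340 nm absorbance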
# HER2 expr 66K – Her2 kinase expression inhibition; P04626; SKBR-3 HER2 protein level, AlphaScreen, 18-24 h; active compounds read low; HER2 level % of control, % at 10 µM; 0.69% of 65,000 active; AID 645;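 active means HER2 level under 5% of the carrier-only control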;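 further: 100% = DMSO carrier and 0% = 500 nM PU-H71 HSP90 inhibitor; lower value means stronger loss of Her2 protein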
# Hsp90 block – displaces geldanamycin probe from tumor Hsp90; P07900; NCI-N417 lysate Hsp90, Cy3B-geldanamycin FP displacement; inhibition, % at 30 µM; 0.35% of 64,000 active;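 active means inhibition above 50%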;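 further: 0% = tracer plus lysate wells and 100% = tracer alone without lysate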
# E coli RNAP – Escherichia coli RNA polymerase inhibition. AID 559. 0.2% of 62,000 active. inhibition, %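 (tested at 10 µM)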. E. coli RNA polymerase, fluorescence transcription assay; in the data active means inhibition above about 20%;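 further: 0% = enzyme without compound and 100% = no enzyme blank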
# Target sequence (P0A8V2 whole entry, looked up): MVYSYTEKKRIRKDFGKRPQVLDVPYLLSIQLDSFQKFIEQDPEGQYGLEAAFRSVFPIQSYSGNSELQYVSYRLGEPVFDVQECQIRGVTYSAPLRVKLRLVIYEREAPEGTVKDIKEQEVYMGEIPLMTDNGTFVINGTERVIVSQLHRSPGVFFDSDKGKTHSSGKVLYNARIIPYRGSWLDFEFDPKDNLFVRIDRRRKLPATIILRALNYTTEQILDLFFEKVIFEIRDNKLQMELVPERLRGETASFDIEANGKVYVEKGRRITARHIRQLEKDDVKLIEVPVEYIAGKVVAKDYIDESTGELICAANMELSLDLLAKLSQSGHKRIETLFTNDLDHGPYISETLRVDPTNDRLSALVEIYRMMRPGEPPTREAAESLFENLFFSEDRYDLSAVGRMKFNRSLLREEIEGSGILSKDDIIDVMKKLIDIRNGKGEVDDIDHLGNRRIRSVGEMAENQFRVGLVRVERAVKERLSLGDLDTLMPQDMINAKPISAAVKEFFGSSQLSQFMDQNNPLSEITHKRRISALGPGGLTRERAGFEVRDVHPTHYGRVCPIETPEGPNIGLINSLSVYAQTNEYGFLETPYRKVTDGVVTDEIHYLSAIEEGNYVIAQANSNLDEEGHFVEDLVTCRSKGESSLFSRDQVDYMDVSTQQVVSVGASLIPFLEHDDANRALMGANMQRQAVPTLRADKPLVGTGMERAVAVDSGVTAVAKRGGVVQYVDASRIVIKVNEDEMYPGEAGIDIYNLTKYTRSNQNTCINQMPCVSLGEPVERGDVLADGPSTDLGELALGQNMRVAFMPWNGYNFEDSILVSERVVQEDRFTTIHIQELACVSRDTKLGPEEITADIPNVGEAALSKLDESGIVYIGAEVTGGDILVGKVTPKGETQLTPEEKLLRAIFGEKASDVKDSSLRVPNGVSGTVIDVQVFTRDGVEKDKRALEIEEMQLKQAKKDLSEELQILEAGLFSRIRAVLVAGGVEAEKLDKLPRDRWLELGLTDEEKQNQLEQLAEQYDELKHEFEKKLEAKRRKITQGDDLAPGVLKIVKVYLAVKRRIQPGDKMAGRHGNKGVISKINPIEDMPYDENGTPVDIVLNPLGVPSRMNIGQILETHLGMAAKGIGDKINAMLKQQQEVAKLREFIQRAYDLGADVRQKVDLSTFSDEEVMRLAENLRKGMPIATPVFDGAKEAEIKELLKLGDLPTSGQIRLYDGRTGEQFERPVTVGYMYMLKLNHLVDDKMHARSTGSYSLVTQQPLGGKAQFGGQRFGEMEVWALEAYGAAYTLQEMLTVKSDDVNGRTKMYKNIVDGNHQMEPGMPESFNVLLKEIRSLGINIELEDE
# Autofluor 339 – intrinsic fluorescence of library compounds, ex339/em460 – biochemical, MLSMR library, data from DPM-DC assay, artefact control, profiling panel. compound autofluorescence, ex339/em460 nm, NADH buffer; active compounds read high; 1 = no-compound wells, NADH background. 5.5% of 65,000 active. AID 709. fluorescence fold increase at 10 µM;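 active means at 10 µM, mean starting fluorescence two-fold or more over control wells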;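 further: signal is the first read of a kinetic run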
# HTR1A agonist – activates the human 5-HT1a serotonin receptor | P08908 | CHO 5-HT1a Ga15 NFAT-bla reporter, FRET ratio; 0% basal, 100% maximal reference agonist | activation, % at 10 µM | 0.56% of 65,000 active;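 active means activation above the screen-wide mean activation plus 3 SD, cut at about 19% in these data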;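 further: 0% = DMSO wells and 100% = 5-CT at EC100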
# M1 antagonist – M1 muscarinic receptor (rat) antagonism | P08482 | CHO-M1 cells, Fluo-4 calcium, ACh EC80 antagonist mode; active compounds read low | B-score at 10 µM | 3.4% of 64,000 active;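 active means calcium fluorescence response, raw or row-and-column corrected B-score, differing from the plate sample mean either way at a set confidence level, mostly lower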
# M1 agonist – activates the M1 muscarinic receptor; CHO-M1 cells, Fluo-4 calcium fluorescence, agonist mode; active compounds read high; 3% of 64,000 active; B-score at 10 µM;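 active means fluorescence rise, raw or as B-score row- and column-corrected plate score, outside the 99.7% band of its plate's samples, either direction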
# * = called active by the depositor; x = no result given; [ ] = remark or other dose.
SMILES,D1 mod,NADH coupling,HER2 expr 66K,Hsp90 block,E coli RNAP,Autofluor 339,HTR1A agonist,M1 antagonist,M1 agonist
CCCOc1ccc(N2C(=O)CC(N(O)c3ccccc3)C2=O)cc1 (centres undefined),-0.009,7%,107,22,4,1.1,-1.8,0.081,-0.11
Cn1nnnc1SCC(=O)Nc1ccc(Oc2ccc(Cl)cc2)cc1,x,1%,94,-2,3,1.1,-1.3,-0.38,0.8
CCC1CCCCN1C(=O)c1nn2cccnc2c1Cl (centres undefined),-0.65,3%,63,-10,8,1.1,-3.9,-0.14,-0.46
CCOCCCn1c(SCC(=O)NC(C)(C)C)nc2ccccc2c1=O,0.49,7%,114,-1,6,1.1,-2.4,0.032,-0.36
CCCCNC(=O)CCC(=O)Nc1ncc(-c2ccc(C)cc2)n1C,-0.59,8%,95,-3,-2,1.3,-2.5,0.011,1.8
Cn1c(NCC(O)c2ccccc2)nc2c1c(=O)n(Cc1ccc(Cl)cc1)c(=O)n2C (centres undefined),-0.39,2%,-28*,-8,18,1.1,5.1,0.036,0.92
CCOC(=O)CSc1nc2c(c(=O)n(Cc3ccccc3Cl)c(=O)n2C)n1C,-0.47,3%,117,-2,5,1.1,1.7,0.96,2
O=C(NC1CC2CCCC(C1)N2C(=O)NCc1ccccc1)C1CC1 (centres undefined),-1.7,4%,100,-3,1,1.1,-1.0,-1.5,0.12
Cc1c(N/C=C/C(=O)c2cccs2)c(=O)n(-c2ccccc2)n1C,x,7%,90,0,13,1,0.8,-0.33,0.51
Cc1nc2ccccc2c(=O)n1/N=C/c1ccc(O)cc1,-0.14,5%,125,-2,1,1.1,-2.9,-0.64,0.086
O=C1C2C3C=CC(C3)C2C(=O)N1c1ccc(-c2nc3ccccc3o2)cc1 (centres undefined),-0.89,3%,115,2,3,1.4,-2.1,0.33,0.88
Cc1ccc(C)c(N2CCN(CC(=O)Nc3ccc4[nH]c(=O)[nH]c4c3)CC2)c1,-0.42,6%,103,-3,8,1.1,-0.5,0.036,1.4
CC(=O)c1ccc(N2CCN(C(=O)c3ccc4c(=O)n(-c5ccccc5)c(=O)[nH]c4c3)CC2)cc1,0.89,9%,152,x,4,1.1,-2.3,0.21,0.39
CCOC(=O)N1CCC(N2CCN(c3cc(C)ccc3C)CC2)CC1,-0.2,3%,122,x,4,1.1,x,x,x
C=CCn1c(SCc2nc3ccccc3[nH]2)nnc1-c1ccccn1,0.65,4%,70,-4,6,1.1,-1.7,0.53,-1.5
O=C(CSc1nnc2ccccn12)N1CCOCC1,x,7%,145,-6,4,1.2,0.5,-0.087,-0.12
CCC(CC)C(=O)Nc1cc(=O)n(C)c(=O)n1C,0.75,6%,84,-1,-1,1,36*,-1.5,-0.77
O=C(Cc1c(O)c2ccccc2[nH]c1=O)NCc1cccc(F)c1,0.41,9%,100,6,18,1.1,-2.0,0.021,0.13
CCCCCCOC(=O)C1=C(C)NC(=O)NC1c1ccc(O)cc1 (centres undefined),-2.6,7%,72,0,18,1.1,-0.8,-0.39,-1.2
Cc1ccc(C2=[N+]([O-])C3(CCCCC/C3=N\O)N(O)C2(C)C)o1 (centres undefined),-0.92,7%,101,4,-1,0.9,0.9,-0.045,0.081
Cn1c(-n2c(-c3ccco3)nc3ccccc3c2=O)nc2ccccc21,-0.53,1%,110,1,5,1,-1.7,0.027,1.3
COC(=O)c1ccc(C(=O)OC)c(NC(=O)c2ocnc2C)c1,0.81,11%,92,-2,6,1.6,0.1,0.63,1.3
CCn1c(SCc2cccnc2)nnc1-c1c[nH]c2ccccc12,-0.17,3%,x,-3,5,1.1,0.4,0.068,0.08
OC(COCc1ccccc1)CN1CCN(c2ccccc2)CC1 (centres undefined),-1.3,4%,136,2,5,1,7.0,-1.6,-0.014
CC(=O)n1c2ccccc2c2nc(NC(C)C)sc21,6.4*,6%,91,-9,5,1.1,-0.8,0.015,2.5
O=C(NCc1ccccc1)C1C2C=CC3(CN(Cc4cccnc4)C(=O)C13)O2 (centres undefined),-1.1,11%,127,-1,7,0.98,0.7,-0.17,0.16
C#CC(C)(CC)NC(=O)c1cc(OC)c(OC)c(OC)c1 (centres undefined),1.4,6%,75,0,1,1.1,-1.7,-0.043,0.89
Cc1ccc(-c2nc(CS(=O)(=O)CC(=O)N3CC(C)CC(C)C3)c(C)o2)cc1 (centres undefined),x,0%,71,-2,9,1.2,-1.9,-0.29,-0.88
CCOC(=O)Cn1c(=N)n(CCOc2cccc(C)c2)c2ccccc21,-0.93,3%,97,-3,12,1,-3.4,-0.8*,-1.5
CCOC(=O)N1CCN(c2ncnc3c2oc2nc(C(C)C)c4c(c23)CCC4)CC1,-1.8,3%,73,-4,1,1.4,0.0,0.15,1.7
O=C(Nc1nc(-c2ccc3c(c2)OCO3)cs1)C1CC1,-0.65,0%,93,0,5,1.1,0.5,-1,-0.68
COC(=O)c1[nH]c2ccc(C)cc2c1NC(=O)C(C)N1CCN(C2CCCCC2)CC1 (centres undefined),0.012,8%[fluoresces],106,-4,4,3.5*,1.2,0.71,0.53
O=c1cc(CO)oc(CN2CCN(c3ccccc3)CC2)c1O,3.1*,1%,91,-3,0,1,-0.6,0.32,0.58
CCN(CC)c1ncnc2sc(C(=O)N3CCN(c4ccc(OC)cc4)CC3)c(C)c12,0.017,7%,83,0,x,1.1,-5.2,-0.16,0.13
COc1ccccc1N1CC(C(=O)OC(C)C(=O)N2CCCc3ccccc32)CC1=O (centres undefined),-2,6%,76,-4,9,1.1,0.3,-0.3,-0.18
COC(=O)CN(n1cnnc1)S(=O)(=O)c1ccccc1,0.89,6%,93,0,14,1.1,1.5,0.23,1.5
CCC(=O)Nc1ccccc1N1CCN(S(C)(=O)=O)CC1,1.2,6%,114,-6,-1,1.1,-0.5,0.25,0.009
O=C1Nc2ccccc2C(O)(C(=O)NCc2ccc3c(c2)OCO3)N1c1ccccc1 (centres undefined),-0.69,4%,94,x,5,1.1,0.5,-0.51,0.69
CCCS(=O)(=O)NCCc1cc2c(OC)ccc(OC)c2[nH]c1=O,-0.66,9%,117,-4,11,1.3,-1.3,0.03,0.043
Cc1ccc2oc(=O)c3cc(C(=O)NCc4ccco4)sc3c2c1,-0.28,7%[fluoresces],74,-5,6,2*,-1.6,-1,-0.066
CC12C=CC3(CN(Cc4ccccc4)C(=O)C3C1C(=O)NC1CC1)O2 (centres undefined),0.16,11%,110,2,8,1,0.9,0.15,-0.17
O=P(c1cccs1)(c1cccs1)c1cccs1,-0.66,4%,105,-5,6,1,-0.3,0.58,-0.24
CCn1c(N2CCN(CC(=O)c3ccc(OC)cc3)CC2)nc2ccccc21,-0.8,8%,83,-3,8,1.1,3.9,-0.008,0.55
CCOC(=O)c1sc(N)c(C#N)c1CSc1nc2ccc(OCC)cc2[nH]1,1.2,6%,74,-4,0,1.1,-1.8,-1.9,0.98
CSc1nc2cc(F)c(F)cc2n1C,0.72,6%,93,0,11,1.1,0.1,0.53,1.2
CCOC(=O)Cc1csc(NC(NC(=O)CC)(C(F)(F)F)C(F)(F)F)n1,-0.36,5%,97,2,9,1.1,-4.7,-1.7,-0.71
O=C(c1cc2c(=O)oc3ccccc3c2s1)N1CCOCC1,-4.6*,10%,125,2,-2,0.96,-0.5,x,x
CCn1nnc(C(=O)O)c1C(=O)O,-0.033,3%,109,-1,-16,1.1,4.0,-0.49,-1.1
O=C(COC(=O)c1ccc(=O)n(Cc2ccccc2)n1)Nc1ccc2c(c1)OCCO2,0.16,4%,115,4,1,1.1,-1.5,0.34,0.32
O=C(CCCn1c(=O)[nH]c2cc(Cl)ccc2c1=O)NCC1CCCO1 (centres undefined),0.34,6%,106,-1,1,1.1,-2.3,0.48,-0.15
COc1ccc(Nc2nccc3c2nnn3C)cc1,-0.97,4%,94,6,7,1.1,-3.6,1.6,0.0059
CCOC(=O)c1cc2c(=O)n3ccccc3nc2n(C(C)C)c1=NC(=O)c1ccncc1,5.7*,15%,102,x,-3,1.6,7.0,0.093,2.5*
COc1ccc(-c2noc(C)c2-c2ccc3ccccc3n2)c(O)c1,4.3,3%,62,0,x,1.3,-3.0,-0.4,-0.37
COCc1[nH]nc2c1C(c1ccc(OC)cc1)C(C#N)=C(N)O2 (centres undefined),x,4%,225,0,6,1.1,0.0,0.14,-0.47
O=C(Nc1cccc(Cl)c1)C1CCCN(S(=O)(=O)c2cnc[nH]2)C1 (centres undefined),-0.49,5%,102,-5,4,1.1,-2.4,-0.69,0.83
CNC(=O)CN(C1CCCCC1)S(=O)(=O)c1ccc(F)cc1,-1.5,4%,85,-3,x,1.1,42*,0.21,-0.24
O=C1Nc2ccccc2C(O)(C(=O)NC2CC2)N1c1ccc(Cl)c(Cl)c1 (centres undefined),0.33,4%,181,x,-2,1.1,-2.8,-1.4,0
CC(C)(C)n1cnc2cc(NS(=O)(=O)c3ccc(Br)cc3)ccc21,0.079,3%,128,-1,5,1.1,3.6,-0.95,-0.56
Cc1nn(-c2ccc(F)cc2)c2sc(C(=O)OCC(=O)N3CCC(C)CC3)cc12,0.13,5%,84,0,13,1.5,0.1,0.58,-0.25
CCN(CC)CCOC(=O)c1cccc(Cl)c1,-0.024,6%,100,-1,5,1.1,-4.1,-0.98,-0.12

# Following part.
SMILES,D1 mod,NADH coupling,HER2 expr 66K,Hsp90 block,E coli RNAP,Autofluor 339,HTR1A agonist,M1 antagonist,M1 agonist
CC1CC(C)CN(c2nc3c(c(=O)n(C)c(=O)n3C)n2CCSc2nc3ccccc3o2)C1 (centres undefined),-0.21,6%,104,-1,4,1,-1.3,-0.97,1.4
CCC(c1nnnn1Cc1ccc(F)cc1)N(CCCO)Cc1cc2cc3c(cc2[nH]c1=O)OCO3 (centres undefined),5.5*,5%,95,-1,-1,2.2*,-1.5,-0.47,0.14
COc1ccc2sc(NC(C)=O)nc2c1,-0.82,6%,100,3,13,1,-3.6,0.42,0.41
CCOC(=O)c1[nH]cnc1C(=O)Nc1cccc(N)n1,x,3%,81,-2,0,1.1,8.2,-1.4,-0.63

# Retrieved by compound from the entries so far (two):
SMILES,D1 mod,NADH coupling,HER2 expr 66K,Hsp90 block,E coli RNAP,Autofluor 339,HTR1A agonist,M1 antagonist,M1 agonist
COc1ccc2sc(NC(C)=O)nc2c1,-0.82,6%,100,3,13,1,-3.6,0.42,0.41
CC1CC(C)CN(c2nc3c(c(=O)n(C)c(=O)n3C)n2CCSc2nc3ccccc3o2)C1 (centres undefined),-0.21,6%,104,-1,4,1,-1.3,-0.97,1.4

# Structures from the list above that contain an aryl methoxy group:
SMILES,D1 mod,NADH coupling,HER2 expr 66K,Hsp90 block,E coli RNAP,Autofluor 339,HTR1A agonist,M1 antagonist,M1 agonist
C#CC(C)(CC)NC(=O)c1cc(OC)c(OC)c(OC)c1 (centres undefined),1.4,6%,75,0,1,1.1,-1.7,-0.043,0.89
CCN(CC)c1ncnc2sc(C(=O)N3CCN(c4ccc(OC)cc4)CC3)c(C)c12,0.017,7%,83,0,x,1.1,-5.2,-0.16,0.13
COc1ccccc1N1CC(C(=O)OC(C)C(=O)N2CCCc3ccccc32)CC1=O (centres undefined),-2,6%,76,-4,9,1.1,0.3,-0.3,-0.18
CCCS(=O)(=O)NCCc1cc2c(OC)ccc(OC)c2[nH]c1=O,-0.66,9%,117,-4,11,1.3,-1.3,0.03,0.043
CCn1c(N2CCN(CC(=O)c3ccc(OC)cc3)CC2)nc2ccccc21,-0.8,8%,83,-3,8,1.1,3.9,-0.008,0.55
COc1ccc(Nc2nccc3c2nnn3C)cc1,-0.97,4%,94,6,7,1.1,-3.6,1.6,0.0059
COc1ccc(-c2noc(C)c2-c2ccc3ccccc3n2)c(O)c1,4.3,3%,62,0,x,1.3,-3.0,-0.4,-0.37
COCc1[nH]nc2c1C(c1ccc(OC)cc1)C(C#N)=C(N)O2 (centres undefined),x,4%,225,0,6,1.1,0.0,0.14,-0.47
COc1ccc2sc(NC(C)=O)nc2c1,-0.82,6%,100,3,13,1,-3.6,0.42,0.41
